Bioassay records deposited in PubChem by The Scripps Research Institute Molecular Screening Center.
ZTA DNA inh – blocks Epstein-Barr virus ZTA, an EBNA-1 counter-screen. P03206. ZTA-DNA binding, fluorescence polarization. inhibition, % at 11 µM. 0.15% of 320,000 active. AID 2234; in the data active means inhibition above about 33%
Target sequence (P03206 whole entry, looked up): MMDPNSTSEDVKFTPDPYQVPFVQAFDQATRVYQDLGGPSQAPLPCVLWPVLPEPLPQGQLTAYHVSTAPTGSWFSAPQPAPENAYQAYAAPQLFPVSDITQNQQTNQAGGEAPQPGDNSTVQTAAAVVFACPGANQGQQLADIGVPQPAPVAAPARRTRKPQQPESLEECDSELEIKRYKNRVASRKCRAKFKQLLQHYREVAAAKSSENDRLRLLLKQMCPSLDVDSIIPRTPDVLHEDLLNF
EBNA-1 inhibitor – blocks EBNA-1 binding to DNA; EBNA-1 DNA binding, fluorescence polarization; inhibition, % at 14.8 µM; 0.34% of 300,000 active; AID 1950; in the data active means inhibition above about 28%
PREPL inh – inhibitors of human prolyl oligopeptidase-like enzyme PREPL. AID 2751. Q4J6C6. inhibition, % at 5.96 µM. recombinant PREPL, fluorescence polarization activity-based probe. 0.68% of 320,000 active; in the data active means inhibition above about 43%;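 further: 0% = enzyme with DMSO and 100% = wells lacking enzyme; many of its hits are not listed in these tables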
PAFAH1B2 inh – blocks human PAF acetylhydrolase 1b catalytic subunit 2; P68402; recombinant PAFAH1B2, FP-rhodamine activity probe, fluorescence polarization; inhibition, % at 3.39 µM; 1.2% of 340,000 active;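 active means inhibition above the mean of all tested compounds plus 3 SD, cut at about 24% in these data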;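 further: 0% = enzyme with DMSO and 100% = wells lacking PAFAH1B2; many of its hits are not listed in these tables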
LYPLA2 counter – LYPLA2 (human) inhibition in PME1 counter-screen; O95372; recombinant LYPLA2, FP-Rh probe fluorescence polarization; inhibition, % at 5.9 µM; 0.38% of 320,000 active;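 active means inhibition above the screen-wide mean plus 3 SD, limit set per campaign, cut at about 26% in these data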;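 further: 0% = LYPLA2 with DMSO and 100% = wells lacking LYPLA2 enzyme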
PAFAH2 FP inh – PAFAH2 (human) inhibition; Q99487; recombinant PAFAH2, FP-rhodamine activity probe, fluorescence polarization; inhibition, % at 3.39 µM; 0.99% of 340,000 active;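 active means inhibition above the mean over all tested compounds plus 3 SD, cut at about 30% in these data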;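 further: inhibitors block probe labeling of enzyme so polarization drops; 0% = enzyme with DMSO and 100% = wells lacking PAFAH2 protein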
PAFAH1B3 FP inh – PAFAH1B3 (human) inhibition; Q15102; recombinant PAFAH1B3, FP-rhodamine probe, fluorescence polarization; inhibition, % at 3.39 µM; 0.28% of 340,000 active;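 active means inhibition above the screen-wide average of all tested compounds plus 3 SD, cut at about 25% in these data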;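 further: 0% = enzyme with DMSO only and 100% = wells lacking PAFAH1B3 protein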
Target sequence (Q15102 whole entry, looked up): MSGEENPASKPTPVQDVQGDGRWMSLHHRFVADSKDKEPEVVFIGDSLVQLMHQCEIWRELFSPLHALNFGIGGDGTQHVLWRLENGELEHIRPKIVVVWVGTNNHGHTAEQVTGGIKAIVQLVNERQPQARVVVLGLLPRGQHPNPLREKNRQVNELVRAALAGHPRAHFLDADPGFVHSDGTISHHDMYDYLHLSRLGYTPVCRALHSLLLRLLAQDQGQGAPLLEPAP
pPAFAH inh – pPAFAH (human) enzyme inhibition; Q13093; recombinant pPAFAH, FP-rhodamine probe fluorescence polarization; inhibition, % at 3.39 µM; 1.5% of 330,000 active;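 active means inhibition above the mean inhibition across the screen plus 3 SD, cut at about 25% in these data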;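 further: inhibitors block binding of the rhodamine activity-based probe so polarization drops; 0% = enzyme with DMSO and 100% = wells lacking pPAFAH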
Target sequence (Q13093 whole entry, looked up): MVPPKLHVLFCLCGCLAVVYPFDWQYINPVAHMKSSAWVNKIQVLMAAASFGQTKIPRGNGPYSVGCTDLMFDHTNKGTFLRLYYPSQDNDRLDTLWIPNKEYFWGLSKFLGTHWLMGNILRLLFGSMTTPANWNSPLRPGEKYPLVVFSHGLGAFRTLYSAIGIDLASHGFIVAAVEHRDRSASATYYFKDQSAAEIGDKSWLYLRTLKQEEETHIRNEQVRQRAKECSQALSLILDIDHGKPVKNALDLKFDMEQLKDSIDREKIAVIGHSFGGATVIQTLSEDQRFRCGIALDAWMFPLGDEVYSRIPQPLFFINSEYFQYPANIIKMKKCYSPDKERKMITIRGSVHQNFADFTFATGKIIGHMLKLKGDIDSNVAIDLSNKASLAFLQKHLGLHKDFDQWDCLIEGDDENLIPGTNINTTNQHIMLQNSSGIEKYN
LYPLA1 counter – LYPLA1 (human) inhibition in PME1 counter-screen; O75608; recombinant LYPLA1, FP-Rh probe fluorescence polarization; inhibition, % at 5.9 µM; 0.16% of 320,000 active;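 active means inhibition above the mean of all tested compounds plus 3 SD, set per campaign, cut at about 14% in these data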;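 further: inhibitors block serine hydrolase probe labeling of LYPLA1 so polarization falls; 0% = enzyme with DMSO and 100% = wells lacking LYPLA1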
Starred values were filed as active, the others as inactive; nt = no result given. Only part of the results is shown; rates above refer to the full screens.

Start of the listing, in advance:
Second line of a record: PREPL inh	EBNA-1 inhibitor	LYPLA2 counter	pPAFAH inh	ZTA DNA inh	PAFAH2 FP inh	PAFAH1B2 inh	PAFAH1B3 FP inh	LYPLA1 counter
- CC(C)Cc1ccc(S(=O)(=O)Nc2ccc3[nH]c(=O)[nH]c3c2)cc1
  1	-6	10	9	-15	1	6	12	-1
- CCOC(=O)Cn1cnc2c(C#N)c3n(c2c1=O)CCCCC3
  -8	1	4	2	-13	4	4	-1	6
- Cc1cccc(-c2noc(CCC(=O)NC3CCCCC3)n2)c1
  13	9	2	-1	12	8	1	2	-2
- Cc1ccc(C(=O)OCC(=O)NCCC2=CCCCC2)s1
  7	0	-8	20	-12	61*	1	-1	-2
- CC(/C=N/NC(=O)Cn1nccc1C)=C\c1ccc(C(C)C)cc1
  -6	-2	11	16	0	2	0	-4	-3
- COc1ccc(CCNC(=O)C23CCC(C)(C(=O)C2Br)C3(C)C)cc1OC (centres undefined)
  -3	-8	-3	-3	-11	1	2	1	2
- NC(=O)COc1ccc(/C=N/NS(=O)(=O)c2ccccc2)cc1
  4	5	0	3	14	1	5	5	1
- CCOC(=O)CN(C(=O)CSc1nnc(-c2ccc(OC)c(OC)c2)o1)c1ccc(F)cc1
  7	6	10	-3	-1	-4	-3	3	0
- O=[N+]([O-])c1ccc2c(OCc3nnc(-c4ccccc4Br)o3)ncnc2c1
  35	-2	9	16	-4	11	8	11	1
- N#Cc1c(Cl)nsc1NC(=O)c1ccccc1
  -5	-9	-13	2	-27	2	0	-6	-5
- C=CCOc1ccc(Oc2cc(C)nc(SC)n2)nn1
  2	-4	1	2	10	-3	1	-6	-2
- CC1=CC(C)(C)N(S(=O)(=O)c2ccc(F)cc2)c2ccc(C)cc21
  0	3	-3	5	12	12	2	10	0
- O=C(CNCc1ccccc1Cl)Nc1ccccc1N1CCCCC1
  12	7	6	3	-5	-2	6	3	0
- Cn1c2ccccc2c(=O)c2c(=O)n(-c3ccccc3)c(C3CCCCC3)nc21
  12	-5	10	-1	-22	3	1	-2	3

Main list, previewed entries included:
Second line of a record: PREPL inh	EBNA-1 inhibitor	LYPLA2 counter	pPAFAH inh	ZTA DNA inh	PAFAH2 FP inh	PAFAH1B2 inh	PAFAH1B3 FP inh	LYPLA1 counter
- CC(C)Cc1ccc(S(=O)(=O)Nc2ccc3[nH]c(=O)[nH]c3c2)cc1
  1	-6	10	9	-15	1	6	12	-1
- CCOC(=O)Cn1cnc2c(C#N)c3n(c2c1=O)CCCCC3
  -8	1	4	2	-13	4	4	-1	6
- Cc1cccc(-c2noc(CCC(=O)NC3CCCCC3)n2)c1
  13	9	2	-1	12	8	1	2	-2
- Cc1ccc(C(=O)OCC(=O)NCCC2=CCCCC2)s1
  7	0	-8	20	-12	61*	1	-1	-2
- CC(/C=N/NC(=O)Cn1nccc1C)=C\c1ccc(C(C)C)cc1
  -6	-2	11	16	0	2	0	-4	-3
- COc1ccc(CCNC(=O)C23CCC(C)(C(=O)C2Br)C3(C)C)cc1OC (centres undefined)
  -3	-8	-3	-3	-11	1	2	1	2
- NC(=O)COc1ccc(/C=N/NS(=O)(=O)c2ccccc2)cc1
  4	5	0	3	14	1	5	5	1
- CCOC(=O)CN(C(=O)CSc1nnc(-c2ccc(OC)c(OC)c2)o1)c1ccc(F)cc1
  7	6	10	-3	-1	-4	-3	3	0
- O=[N+]([O-])c1ccc2c(OCc3nnc(-c4ccccc4Br)o3)ncnc2c1
  35	-2	9	16	-4	11	8	11	1
- N#Cc1c(Cl)nsc1NC(=O)c1ccccc1
  -5	-9	-13	2	-27	2	0	-6	-5
- C=CCOc1ccc(Oc2cc(C)nc(SC)n2)nn1
  2	-4	1	2	10	-3	1	-6	-2
- CC1=CC(C)(C)N(S(=O)(=O)c2ccc(F)cc2)c2ccc(C)cc21
  0	3	-3	5	12	12	2	10	0
- O=C(CNCc1ccccc1Cl)Nc1ccccc1N1CCCCC1
  12	7	6	3	-5	-2	6	3	0
- Cn1c2ccccc2c(=O)c2c(=O)n(-c3ccccc3)c(C3CCCCC3)nc21
  12	-5	10	-1	-22	3	1	-2	3
- O=C(CS(=O)CC(=O)Nc1cccc2c1CCCC2)Nc1ccc(F)cc1 (centres undefined)
  5	1	5	9	-13	0	7	3	-3
- O=C(OCc1nc2ccsc2c(=O)[nH]1)c1ccc(Cl)s1
  -3	-2	4	1	-2	19	5	0	0
- CS(=O)(=O)NNC(=O)Cn1nnc(-c2ccc(OCc3ccccc3Cl)cc2)n1
  19	-8	-3	7	-23	10	6	-2	-6
- Fc1ccc(N2CCN(C(=S)NCc3ccco3)CC2)cc1
  -23	-10	3	3	-2	8	-2	5	-1
- CCOCCn1c(N2CCN(c3ccc(OC)cc3)CC2)nc2c1c(=O)[nH]c(=O)n2C
  18	9	3	1	-4	-11	3	0	-1
- c1ccc(CN2CCN(c3nc(-c4ccccc4)nc(-n4ccnc4)n3)CC2)cc1
  -70	-1	-17	-9	-21	-8	-2	-2	-3
- CCOC(=O)C1CCCN(Cc2nc(N)nc(Nc3ccccc3)n2)C1 (centres undefined)
  10	-5	2	3	-24	-6	1	6	6
- O=S(=O)(NCCCc1ccccc1)c1cccc2nsnc12
  5	1	7	1	6	-4	20	13	0
- COc1ccc(C(=O)Nc2ccc(N3CCN(C)CC3)cc2)cc1
  14	-16	3	3	5	-4	-3	-1	3
- Cc1cc(=O)n2nc(N3CCCC(C(=O)NCc4ccc5c(c4)OCO5)C3)sc2n1 (centres undefined)
  18	-12	-4	-6	9	4	2	6	-6
- CC1(C)CC(=O)C(N=Nc2ccc(C(F)(F)F)cc2[N+](=O)[O-])=C(O)C1
  5	5	3	5	11	nt	nt	nt	0
- Cc1c(Br)cc(C(=O)NCCCN2CCOCC2)c(C)c1C
  -19	-1	1	1	-4	-1	5	6	-4
- Cc1ccc(CNS(=O)(=O)NCc2cccs2)cc1
  1	-2	4	3	-7	-4	14	0	0
- Cc1ccc(C)c2c1N(Cc1ccccc1)C(=O)C21OCCO1
  6	-3	2	1	-1	0	0	0	-1
- CCOC(=O)c1nnn(-c2nonc2NC(C)=O)c1C
  6	-6	-5	-6	-5	-1	-3	0	0
- COc1cccc(C2CC(c3cccc(Br)c3)n3ncnc3N2)c1 (centres undefined)
  -56	8	-7	9	-4	5	-2	10	2

Later entries
Second line of a record: PREPL inh	EBNA-1 inhibitor	LYPLA2 counter	pPAFAH inh	ZTA DNA inh	PAFAH2 FP inh	PAFAH1B2 inh	PAFAH1B3 FP inh	LYPLA1 counter
- CCCCN(C(=O)CCCc1nc2ccccc2c(=O)[nH]1)c1c(N)n(CC(C)C)c(=O)[nH]c1=O
  9	nt	0	-2	-7	-4	2	9	0
- CCC1Oc2ccccc2C(=O)N(CC(=O)c2ccc3c(c2)OCCO3)C1=O (centres undefined)
  -4	-8	-6	-1	-16	8	-2	5	-5
- Cc1c(NS(=O)(=O)c2ccc(NC3CCCC3)c([N+](=O)[O-])c2)c(=O)n(-c2ccccc2)n1C
  9	4	-3	0	4	3	4	6	2
- COc1cccc(NC(=O)c2nn(C)c3c2CS(=O)(=O)c2ccccc2-3)c1
  8	0	-1	-1	4	3	2	4	3
- COCC(=O)n1nc(NCc2ccc(OC)cc2)nc1NCc1ccc(OC)cc1
  7	0	-1	1	11	-1	6	5	0
- CC(C)(C)NS(=O)(=O)c1ccc(CCC(=O)N2CCOCC2)cc1
  -5	-8	0	3	-2	-12	1	-2	-6
- CCN(C(=O)COC(=O)/C=C/c1ccc(S(=O)(=O)N2CCc3ccccc32)cc1)C1CCS(=O)(=O)C1 (centres undefined)
  16	2	2	4	7	nt	nt	nt	0
- O=C(CNC(=O)c1ccccc1F)OCc1nc2ccc(Cl)cc2n1CCO
  24	nt	0	3	-9	-5	0	1	-1
- C(=C\c1ccccc1)/CSc1nnc(-c2cnccn2)n1Cc1ccco1
  17	0	6	11	4	3	0	11	4
- Cc1nc(C)c(-c2ccc(SCc3ccc(Cl)cc3)nn2)s1
  21	5	-1	3	0	11	13	11	-1
- CC(C(=O)Nc1cccnc1)N1C(=O)C2C3C=CC(C3)C2C1=O (centres undefined)
  7	-1	5	-1	-5	1	3	6	-4
- CCOC(=O)C1CCCN(C(=O)Cn2nc(Cc3cccnc3)c3ccccc3c2=O)C1 (centres undefined)
  -1	5	3	3	9	-2	2	9	-1
- Cc1ccc(C(=O)Oc2csc(=S)n2C(=O)c2ccc(C)cc2)cc1
  16	-6	6	9	2	7	6	5	1
- COc1ccc(NC(=O)C(OC)c2ccccc2)cc1Cl (centres undefined)
  -4	-3	6	4	-24	-5	-2	-3	8
- Cc1cccc(-c2nc3c(c(SCC(=O)N4CCCC4)n2)COC(C)(C)C3)c1
  15	1	4	-7	-12	-2	4	1	1
- C=CCOc1cccc(C2C(C(=O)c3ccco3)=C(O)C(=O)N2CCN2CCOCC2)c1 (centres undefined)
  1	-5	-8	-5	-5	-2	4	12	-1
- Cc1cccc(NC(=O)CCS(=O)(=O)c2cccc3nsnc23)c1C
  19	3	-2	0	-4	1	2	4	2
- CCN(CC)CCNC(=O)C1(O)c2cc(Br)ccc2NC(=O)N1c1ccc(Cl)cc1 (centres undefined)
  -11	10	-3	0	-1	-1	4	9	-5
- O=C(CSc1ncccc1-c1nc2ccccc2[nH]1)NCc1ccco1
  4	0	-2	13	2	-1	-1	5	-6
- COCCNC(=O)CSc1nc2cc(OC)c(OC)cc2c(=O)n1Cc1ccc(OC)cc1
  -3	-2	4	1	11	2	0	2	2
- CC1CCN(CC(O)COC2CC(C)CC(C)(C)C2)CC1 (centres undefined)
  0	8	-2	4	15	nt	nt	nt	-4
- Nn1c(SCC(=O)Nc2cccc(S(N)(=O)=O)c2)nnc1C1CC1
  -2	-20	3	2	-1	-5	2	9	4
- CCOc1ccc(OCC)c(NC(=O)CSCCc2ccccn2)c1
  6	11	1	3	11	-6	-1	0	3
- O=C(CNC(=O)c1ccccc1F)NCC(c1cccs1)N1CCOCC1 (centres undefined)
  5	nt	1	5	25	-11	4	7	-1
- CCOCC(O)CS(=O)(=O)c1ccccn1 (centres undefined)
  -1	5	2	4	25	-5	4	-2	-2
- CCOC(=O)c1c(NC(=O)CSc2nnc(C)s2)sc2c1CCC(CC)C2 (centres undefined)
  15	-1	-3	26*	11	-11	-1	-17	-3
- CCc1nnc(NC(=O)Cn2c(=O)oc3ccccc32)s1
  -1	-10	1	7	13	-6	2	4	2
- CN(O)/C=N/C(=S)Nc1ccc(Cl)cc1Cl
  0	-4	-1	2	-8	6	13	8	-1
- CCCCC(=O)c1ccc(O)cc1O
  4	1	3	-1	10	6	4	6	-1
- COc1ccccc1CN=C1NC(=O)C(CC(=O)Nc2ccc(C(C)=O)cc2)S1 (centres undefined)
  -21	8	-3	-4	7	-2	-4	-3	-2
- CCc1cc2c(NC(C(=O)O)C(C)C)ncnc2s1 (centres undefined)
  5	0	4	-2	-17	-9	3	4	-3

Fetched one by one from the entries so far, 2 records:
Second line of a record: PREPL inh	EBNA-1 inhibitor	LYPLA2 counter	pPAFAH inh	ZTA DNA inh	PAFAH2 FP inh	PAFAH1B2 inh	PAFAH1B3 FP inh	LYPLA1 counter
- O=C(CNC(=O)c1ccccc1F)NCC(c1cccs1)N1CCOCC1 (centres undefined)
  5	nt	1	5	25	-11	4	7	-1
- O=C(OCc1nc2ccsc2c(=O)[nH]1)c1ccc(Cl)s1
  -3	-2	4	1	-2	19	5	0	0
